Screening results: PubChem, several laboratories
OX1R antag-1 – OX1R (human) antagonism | inhibition, % at 6.6 µM | AID 485270 | O43613 | 330,000 compounds, 1.8% hits | OX1R-expressing cells, FRET antagonist read-out; in the data active = inhibition mostly above about 38%, no sharp cut-off; inactive = mostly below about 40%;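 also: 0% = agonist challenge alone and 100% = reference antagonist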
Target sequence (O43613 whole entry, looked up): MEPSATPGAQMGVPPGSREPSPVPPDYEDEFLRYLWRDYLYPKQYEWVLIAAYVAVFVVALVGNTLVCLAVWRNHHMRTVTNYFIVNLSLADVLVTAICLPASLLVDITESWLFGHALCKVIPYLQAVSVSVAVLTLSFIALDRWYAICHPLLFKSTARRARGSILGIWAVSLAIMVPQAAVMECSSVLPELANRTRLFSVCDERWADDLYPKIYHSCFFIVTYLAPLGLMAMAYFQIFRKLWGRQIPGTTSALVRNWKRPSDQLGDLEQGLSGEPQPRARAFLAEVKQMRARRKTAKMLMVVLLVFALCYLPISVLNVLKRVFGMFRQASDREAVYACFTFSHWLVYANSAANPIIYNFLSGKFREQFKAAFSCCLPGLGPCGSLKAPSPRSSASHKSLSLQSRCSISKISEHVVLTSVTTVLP
OX1R antag-2 – antagonists of human orexin 1 receptor; 330,000 compounds, 0.43% hits; CHO/OX1R cells, Fluo-8 calcium fluorescence, orexin A; O43613; AID 434989; inhibition, % at 5 µM;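 active = inhibition above its plate's threshold, mean inhibition of all tested compounds on the plate plus 3 SD, cut at about 37% in these data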;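 also: 0% = orexin A challenge wells and 100% = SB-334867-A antagonist wells; not every result past the cut was called active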
CHT PAM – allosteric activators of human choline transporter CHT; Q9GZV3; CHT-expressing cells, membrane potential dye, choline EC20; stronger effect = higher value; LV-AA mutant CHT in HEK293 cells; B-score at 10 µM; 310,000 compounds, 0.49% hits; AID 488977;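 active = initial fluorescence not abnormally high and integrated response B-score, plate-corrected, over 3 SD above library mean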
Target sequence (Q9GZV3 whole entry, looked up): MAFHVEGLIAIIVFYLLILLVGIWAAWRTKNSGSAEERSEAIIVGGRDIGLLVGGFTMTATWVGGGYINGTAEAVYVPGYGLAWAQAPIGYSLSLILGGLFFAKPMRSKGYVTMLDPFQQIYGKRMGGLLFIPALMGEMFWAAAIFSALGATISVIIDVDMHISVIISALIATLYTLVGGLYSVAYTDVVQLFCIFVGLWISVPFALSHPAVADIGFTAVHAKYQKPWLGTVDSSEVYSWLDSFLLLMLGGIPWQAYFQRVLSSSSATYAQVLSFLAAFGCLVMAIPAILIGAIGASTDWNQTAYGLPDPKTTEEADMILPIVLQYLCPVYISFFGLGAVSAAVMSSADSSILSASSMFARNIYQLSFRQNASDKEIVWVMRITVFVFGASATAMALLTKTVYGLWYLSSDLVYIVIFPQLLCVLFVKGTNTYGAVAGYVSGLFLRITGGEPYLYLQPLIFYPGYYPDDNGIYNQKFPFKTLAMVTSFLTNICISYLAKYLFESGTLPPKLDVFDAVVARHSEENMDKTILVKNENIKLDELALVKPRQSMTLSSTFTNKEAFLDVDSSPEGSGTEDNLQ
Starred values were filed as active, the others as inactive; i = inactive; x = no result given.

SMILES	OX1R antag-1	OX1R antag-2	CHT PAM
Cc1cc(=O)oc2c(C)c(OC(C)C(=O)NCCCN3CCOCC3)ccc12 (stereo unspecified)	10	-6	i
CCCNC(=O)C1(CC2CC(c3ccccc3)=NO2)CCN(C(=O)c2ccccc2)CC1 (stereo unspecified)	15	-31	i
Cn1c(=O)c2c(nc(NCc3ccc4c(c3)OCO4)n2C)n(C)c1=O	9	-3	i
COC(=O)c1ccccc1NC(=O)C1CC(=O)N(c2ccccc2)C1 (stereo unspecified)	10	0	i
CC1=C(C#N)C2(O)C(=O)c3ccccc3C2(O)N1 (stereo unspecified)	7	7	i
O=C1c2ccccc2-c2nc3ccccc3cc21	58*	-3	i
Cc1cn(CCC(=O)Nc2ccccc2N2CCOCC2)c2ccccc12	11	-15	i
Cc1ccc(NC(=O)C(=O)NCc2ccc(/C=C(/C#N)C(=O)NCc3cccnc3)o2)cc1	5	-20	i
O=C(CN1CCCc2ccccc21)N1CCc2ccccc21	19	-30	i
CC(Oc1ccccc1Cl)C(=O)/C=C/N(C)C (stereo unspecified)	3	-9	i
CCCCNC(=O)c1nc2ncc(Br)cn2n1	3	-6	i
CC(N=Cc1nc(-c2ccccc2)oc1O)c1ccccc1 (stereo unspecified)	15	-19	i
CC1/C(=N/O)C(CN(C)C)C2CC1C2(C)C (stereo unspecified)	2	-7	i
O=C(CSc1nnc(-c2ccc(F)cc2)o1)N1CCCCC1	20	-25	i
CC(C)(C)OC(=O)NC(Cc1ccccc1)C(=O)N1CCC(C(=O)NCC(=O)Nc2ccc(F)cc2)CC1 (stereo unspecified)	20	-13	i
CC(O)[C@@]1(O)CC[C@H]2[C@@H]3CC[C@H]4C[C@@H](O)CC[C@]4(C)C3=CC[C@@]21C (stereo partly specified)	10	3	i
Cc1cc(/C=C\c2ccccc2)nc2ccccc12	33	-42	i
CC(C)OC(=O)/C(=C\c1cccnc1)NC(=O)c1ccccc1	8	-4	i
O=C(NCCCN1CCCCC1)C1CCC(=O)N1CCc1ccccc1 (stereo unspecified)	-6	5	i
O=C(CCc1nnc(Cc2ccc(-c3ccccc3)cc2)o1)NCCc1cccnc1	15	-14	i

No new results follow: an excerpt of the list.
SMILES	OX1R antag-1	OX1R antag-2	CHT PAM
Cc1cc(=O)oc2c(C)c(OC(C)C(=O)NCCCN3CCOCC3)ccc12 (stereo unspecified)	10	-6	i
CCCNC(=O)C1(CC2CC(c3ccccc3)=NO2)CCN(C(=O)c2ccccc2)CC1 (stereo unspecified)	15	-31	i
Cn1c(=O)c2c(nc(NCc3ccc4c(c3)OCO4)n2C)n(C)c1=O	9	-3	i
COC(=O)c1ccccc1NC(=O)C1CC(=O)N(c2ccccc2)C1 (stereo unspecified)	10	0	i

The results go on.
SMILES	OX1R antag-1	OX1R antag-2	CHT PAM
N=c1c2c(-c3ccccc3)c(-c3ccccc3)n(Cc3ccccc3)c2ncn1CCCO	9	-24	i
COCC1CCCN(C(=O)c2ccc3oc(Cc4ccc(Cl)cc4)nc3c2)C1 (stereo unspecified)	15	-19	i
CC(=O)c1cccc(NC(=O)CSc2nc(=O)n(CCN3CCOCC3)c3c2CCC3)c1	15	-24	i
COC(=O)c1ccc(NC(=O)CN(c2ccc(C)cc2)S(=O)(=O)c2c(C)nn(C)c2C)cc1	20	-20	i
Nc1ccc2nc3c(=O)[nH]c(=S)[nH]c3nc2c1	94*	15	i
O=C(CN1C(=O)/C(=C\C=C\c2ccccc2)SC1=S)Nc1ccc(F)cc1	6	5	i
Cc1ccccc1C(=O)NNC(=O)CCC(=O)Nc1cccc(Cl)c1C	0	-1	i
COc1cccc(NC(=O)C(OC(=O)c2ccccc2NS(=O)(=O)c2cccs2)c2ccccc2)c1 (stereo unspecified)	24	-1	i
CCOc1cccc(CNCCCSc2ncccn2)c1	1	-22	i
CC1CN(c2ccc(NC(=S)Nc3ccc(N4CC(C)OC(C)C4)cc3)cc2)CC(C)O1 (stereo unspecified)	7	-39	i
CSc1ccc(C2C(C#N)=C(N)Oc3cc4c(cc32)OCO4)cc1 (stereo unspecified)	38	-11	i
O=C(COC(=O)c1ccc([N+](=O)[O-])cc1)NCCC1=CCCCC1	15	-8	x
C[C@]12c3[nH]c4ccc(Cl)cc4c3CCN1C(=O)[C@@H](CC(=O)NCCc1ccccn1)C[C@@H]2C(=O)N1CCOCC1	5	-42	x
COc1ccc(CNC(=O)COC(=O)CC(NC(N)=O)c2ccc(Cl)cc2)cc1OC (stereo unspecified)	4	-24	x
Cc1cc(C)cc(C(=O)NC(CC(N)=O)c2ccc(NC3CCCC3)c([N+](=O)[O-])c2)c1 (stereo unspecified)	27	-19	i
COc1ccc2cc(S(=O)(=O)n3cnc(C)c3)ccc2c1	4	-6	i
COCCN(C(=O)CNC(=O)c1cccs1)C(C(=O)NC(C)(C)C)c1ccccc1 (stereo unspecified)	9	-18	i
CN(C)c1ccc(-c2noc(C3CCN(C(=O)Nc4ccc(Cl)cc4)CC3)n2)cc1	17	-16	i
O=C(Nc1ccccc1)Nc1ccccn1	15	-7	i
Cc1cccc(-n2c(CNC(=O)c3ccc(S(=O)(=O)N4CCCCC4)cc3)n[nH]c2=S)c1	12	-8	i
Cc1ccc2c(O)c(C)c(=O)[nH]c2n1	11	-15	i
CC(=O)Nc1ccc(C(=O)OCc2ccccc2Br)cc1	42	7	i
CC(C)c1ccc(N(CC(=O)O)S(=O)(=O)c2cccnc2)cc1	2	-9	i
O=C1CC(Cc2ccc(Cl)cc2)C(=O)N1c1cc(Cl)ccn1 (stereo unspecified)	12	-13	i
O=C1CCC(=O)N1CCc1c[nH]c2ccccc12	0	-8	i
O=C(/C=C/c1ccc(Cl)cc1Cl)c1nc2ccccc2[nH]1	7	-10	i
CCOc1ccc(N(CC(=O)NC2CC2)S(=O)(=O)c2ccc(C)cc2)cc1	26	-15	i
Cc1ccc(S(=O)(=O)N2CCCOC2CNC(=O)C(=O)NCCc2c[nH]c3ccccc23)cc1 (stereo unspecified)	34	11	i
Fc1ccc(-c2nc3c(-c4ccc(Cl)cc4)cnn3cc2CCN2CCOCC2)cc1	28	-11	i
COc1ccc(CCNC(=O)CSc2nnc3ccc(-c4ccccn4)nn23)cc1OC	19	-12	i
NC(=O)c1ccsc1NC(=O)COC(=O)c1cccnc1Cl	10	-2	x
Clc1cc(Br)ccc1OCCOCCN1CCCC1	3	-22	i
N#Cc1ccc(C(=O)OCCc2cc3ccccc3c(=O)o2)cc1	0	-11	x
Cc1ccc(C(=O)CC(=O)c2ccccc2C)c(O)c1	-10	-27	i
Cc1ccc(C(=O)N2CC=C(c3ccccc3)CC2)s1	24	-25	i
O=C(CSc1nc2ccccc2c(=O)n1Cc1ccc(F)cc1)NCC1CCCO1 (stereo unspecified)	4	-24	x
Cc1c(C)c2ccc(OCC(=O)Nc3ccccn3)cc2oc1=O	3	-1	i
O=C(NCc1ccccc1)c1cccc(Br)n1	-1	10	i
CCO[C@@H]1OC(C(=O)NCc2ccccc2)=C[C@H](c2coc3ccccc3c2=O)[C@H]1CCCO	23	-22	i
CCOC(=O)c1[nH]c2ccccc2c1NC(=O)c1ccc(S(=O)(=O)N2CCOCC2)cc1	17	-16	i
Cc1ccc(S(=O)(=O)Cc2ccccc2Cl)cc1	20	-3	i
O=C(O)c1cccnc1Cl	8	-2	i
CCc1cccc(C)c1NC(=S)N(CCN(C)C)C(C)c1ccco1 (stereo unspecified)	5	-5	i
COCCCNC(=S)Nc1ccc(CC(=O)O)cc1	10	-11	i
CCOC(=O)C1CCN(CCC(=O)Nc2ccccc2Cl)CC1	6	-17	i
O=C1N(Cc2cccc(Cl)c2)C[C@@H]2C[C@@H](c3ccc4nonc4c3)N3CCC[C@@]123	18	-15	i
CSc1nc(N)nc2c1ncn2CC(=O)NCc1ccc2[nH]ccc2c1	5	0	x
O=C(NCc1cccs1)C(=O)NCC(c1ccco1)N1CCN(c2ccc(F)cc2)CC1 (stereo unspecified)	21	-22	i
Cc1c(Nc2nc(-c3ccccc3)cs2)c(=O)n(-c2ccccc2)n1C	9	-10	i
COc1cc(OC)c(S(=O)(=O)Nc2ccc(C(=O)N3CCCC3)cc2)cc1NC(C)=O	6	-3	i
CC(=O)Nc1cc(C(=O)OCC(=O)c2ccccc2)ccc1C	13	-2	i
Cc1cccc(NC(=O)C2CCN(C(=O)c3ccco3)CC2)c1C	29	3	i
O=C(NN1CCN(Cc2ccccc2)CC1)c1ccc(N2CCOCC2)c([N+](=O)[O-])c1	32	-16	i
COc1ccccc1-c1c(-c2ccc(OCC(=O)NN)cc2O)n[nH]c1C(F)(F)F	-1	-14	i
CCc1nc2ccccc2c(C(=O)OCC(=O)NC2CCCC2)c1C	7	-21	x
Cc1cc(C(=O)NC2CCCc3ccccc32)c(C)o1 (stereo unspecified)	36	-37	i
Cc1cc(NC(=O)COC(=O)c2ccc(F)c(S(=O)(=O)N3CCOCC3)c2)no1	16	-5	i
OC(COc1ccccc1)CN1C2=NCCCN2c2ccccc21 (stereo unspecified)	9	-20	i
CN(C(=O)c1ccc(NC(=O)Cc2ccc(NC(=O)C3CCCN(C(=O)CCc4ccccc4)C3)cc2)cc1)C1CC1 (stereo unspecified)	2	0	x
O=C(OCCOc1ccccc1)c1cc(S(=O)(=O)N2CCOCC2)ccc1Cl	0	-13	x

Printed as active in OX1R antag-1 (from the list above):
Molecule | OX1R antag-1 | OX1R antag-2
O=C1c2ccccc2-c2nc3ccccc3cc21 | 58* | -3
Nc1ccc2nc3c(=O)[nH]c(=S)[nH]c3nc2c1 | 94* | 15

(list continues)
SMILES	OX1R antag-1	OX1R antag-2	CHT PAM
CCOC(=O)CN(C)C(=O)CCc1nnc(-c2ccsc2)o1	5	-5	i
CC(C)OC(=O)c1c(NC(=O)c2cnn3c2NC(c2ccccc2)CC3C(F)F)sc2c1CCCC2 (stereo unspecified)	4	-5	i
O=C(Nc1nnc(S(=O)(=O)N2CCOCC2)s1)c1ccccc1	8	-7	i
CC(C)[C@H](NC(=O)Cc1ccccc1)C(=O)OCc1cc(=O)n2c(n1)sc1ccccc12	12	-22	i
Cc1cc(NC(=O)CSc2nnnn2-c2ccccc2F)no1	12	-12	i
NC(N)=N/N=C/c1ccc(Cl)c(Cl)c1	15	-9	i
CCOC(=O)C1=C(CC)Nc2ccccc2N=C1NC(=O)c1cc(S(=O)(=O)N(C)C)ccc1Cl	21	-25	i
CCN1CCCc2cc(CN(CCN3CCOCC3)C(=S)Nc3ccccc3C)ccc21	5	-24	i
CC(Sc1ccc(Cl)cc1)C(=O)NCC1CCCO1 (stereo unspecified)	5	-9	i
Cc1cc(N2CC(=O)N(CCc3ccccc3)C(=O)C2)n2ncnc2n1	4	-5	i
CC(C)(C)NC(=O)c1ccc(Sc2ccccc2)c([N+](=O)[O-])c1	45	6	i
COc1ccc(C(=O)Nc2ccccc2C(=O)NCC2CCCO2)cc1 (stereo unspecified)	9	-12	i
C/C(=N\NC(=O)CSc1nc2nc(C)cc(C)n2n1)c1ccccc1	6	-11	i
Cc1cccc(OCCCC(=O)Nc2ccc(N3CCOCC3)cc2)c1	11	-9	i
CCCCOC(=O)c1ccc(N/C(=N\S(=O)(=O)c2ccccc2)c2ccccc2)cc1	9	-25	i
COc1ccc(C2=NS(=O)(=O)N(C)C(C(=O)NCc3ccc(F)cc3)=C2)cc1OC	15	-25	i
COc1cc(C)ccc1OCCOCCOc1c(C)cc(C)cc1Br	19	-29	i
CN(C)Cc1cnc2ccc(Cl)cn12	0	8	i
O=c1[nH]c2ccc(NC(=S)NCCc3ccccc3)cc2[nH]1	10	1	i
COc1cc(/C=C/C(=O)N[C@@H](Cc2c[nH]c3ccccc23)C(=O)O)ccc1O	-4	-2	i

Look-ups from above.
OX1R antag-2 with `N#Cc1ccc(C(=O)OCCc2cc3ccccc3c(=O)o2)cc1` stands at -11
OX1R antag-2 with `CCc1nc2ccccc2c(C(=O)OCC(=O)NC2CCCC2)c1C` stands at -21
OX1R antag-1 with `COc1cc(OC)c(S(=O)(=O)Nc2ccc(C(=O)N3CCCC3)cc2)cc1NC(C)=O` stands at 6

Remaining list, next part:
SMILES	OX1R antag-1	OX1R antag-2	CHT PAM
O=C(N/N=C/c1ccccc1C(=O)O)c1cc(-c2ccc3c4c(cccc24)CC3)n[nH]1	21	-3	i
COc1cc(OC)cc(-c2nc(-c3ccccc3)no2)c1	15	-4	i
Cc1ccc(-c2noc(CN(C)C(=O)c3ccc(Br)o3)n2)cc1	11	7	i
Cc1[nH]nc(-c2ccc(O)cc2O)c1-c1ccc(Cl)cc1	-2	13	i
Cc1cc(C)c(S(=O)(=O)NC2CC(C)(C)NC(C)(C)C2)cc1C	14	2	i
CSc1nnc2c3ccccc3n(Cc3ccccc3)c2n1	25	-21	i
CCCC(=O)Nc1ccc(Cl)c(NC(=O)c2ccc([N+](=O)[O-])cc2Cl)c1	30	-32	i
Cc1ccc(C)n1CCN1CCN(CC(=O)Nc2ccc(S(N)(=O)=O)cc2)CC1	14	6	i
CCCC(=O)Nc1ccc(Cl)c(NC(=O)c2cccnc2)c1	18	-9	i
Cc1cc2ccc(C)c(C)c2nc1SCC(=O)c1cccs1	12	-22	i
CCOC(=O)c1cnc(SCC(=O)OCC(=O)NC2CCS(=O)(=O)C2)nc1N (stereo unspecified)	6	-2	i
O=C(CCN1C(=O)/C(=C\c2cccc(Br)c2)SC1=S)N1CCOCC1	12	-15	i
O=[N+]([O-])c1cc([N+](=O)[O-])c2cc3ccccc3nc2c1	8	5	i
Cc1sc2nc(CN3CCN(c4ccc(O)cc4)CC3)[nH]c(=O)c2c1C	5	-29	i

Ordered by molar mass (ascending): three of the compounds above.
SMILES	OX1R antag-1	OX1R antag-2	CHT PAM
COc1ccc2cc(S(=O)(=O)n3cnc(C)c3)ccc2c1	4	-6	i
Cc1cc2ccc(C)c(C)c2nc1SCC(=O)c1cccs1	12	-22	i
Cc1ccc(S(=O)(=O)N2CCCOC2CNC(=O)C(=O)NCCc2c[nH]c3ccccc23)cc1 (stereo unspecified)	34	11	i
